ATXN2 expr inh – inhibitors of ATXN2 expression | HEK-293 ATXN2-luciferase reporter, luminescence, 24 h | Potency, µM (titrated, usually from 57 µM), for inactives: top-dose activity change, negative = inhibition, most hits filed as inhibitors | actives 0.72% (n = 360,000); note: potency is the fitted concentration of half-maximal effect; % is set by controls: 0 for no effect and ±100 for the full control effect; nearly all actives have a fitted effect of over 55% in size
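qHTS (up to 57 uM final) was run with 24 h compound exposure of reporter cells at 37 °C. Each well was multiplexed: SteadyGlo luminescence measured ATXN2-luciferase expression after a fluorogenic Gly-Phe-AFC viability readout (25 uM final).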
Nrf2 inh – blocks Nrf2 signaling; A549 ARE-Fluc reporter, luciferase luminescence, 18-24 h; Potency, µM (doses to about 46 µM), for the others: top-dose activity change, negative = inhibition, most hits filed as inhibitors; actives 2.1% (n = 360,000); AID 504444; note: potency is the fitted concentration of half-maximal effect; % is set by controls: 0 for no effect and ±100 for the full control effect; nearly all actives have a fitted effect of over 60% in size
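A549 ARE_Fluc cells, 5000/well, 5% FBS OPTI-MEM; compounds in dose-response, 18-24 h at 37 °C/5% CO2; CellTiter-Fluor viability read (Ex 405/Em 525), then BugLite luciferase luminescence = Nrf2 activity.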
EPAC2 ag – agonists of human EPAC2 (RAPGEF4); Q8WZA2; EPAC2 activation, biochemical qHTS; response scale: 100% = 6.5 mM cAMP response; Potency, µM (titrated, usually from 154 µM), without a hit: at the highest dose activation, usual class: activators; actives 0.079% (n = 360,000); note: potency is the fitted concentration of half-maximal effect; nearly all actives have a fitted effect of over 50% in size
Target sequence (Q8WZA2 whole entry, looked up): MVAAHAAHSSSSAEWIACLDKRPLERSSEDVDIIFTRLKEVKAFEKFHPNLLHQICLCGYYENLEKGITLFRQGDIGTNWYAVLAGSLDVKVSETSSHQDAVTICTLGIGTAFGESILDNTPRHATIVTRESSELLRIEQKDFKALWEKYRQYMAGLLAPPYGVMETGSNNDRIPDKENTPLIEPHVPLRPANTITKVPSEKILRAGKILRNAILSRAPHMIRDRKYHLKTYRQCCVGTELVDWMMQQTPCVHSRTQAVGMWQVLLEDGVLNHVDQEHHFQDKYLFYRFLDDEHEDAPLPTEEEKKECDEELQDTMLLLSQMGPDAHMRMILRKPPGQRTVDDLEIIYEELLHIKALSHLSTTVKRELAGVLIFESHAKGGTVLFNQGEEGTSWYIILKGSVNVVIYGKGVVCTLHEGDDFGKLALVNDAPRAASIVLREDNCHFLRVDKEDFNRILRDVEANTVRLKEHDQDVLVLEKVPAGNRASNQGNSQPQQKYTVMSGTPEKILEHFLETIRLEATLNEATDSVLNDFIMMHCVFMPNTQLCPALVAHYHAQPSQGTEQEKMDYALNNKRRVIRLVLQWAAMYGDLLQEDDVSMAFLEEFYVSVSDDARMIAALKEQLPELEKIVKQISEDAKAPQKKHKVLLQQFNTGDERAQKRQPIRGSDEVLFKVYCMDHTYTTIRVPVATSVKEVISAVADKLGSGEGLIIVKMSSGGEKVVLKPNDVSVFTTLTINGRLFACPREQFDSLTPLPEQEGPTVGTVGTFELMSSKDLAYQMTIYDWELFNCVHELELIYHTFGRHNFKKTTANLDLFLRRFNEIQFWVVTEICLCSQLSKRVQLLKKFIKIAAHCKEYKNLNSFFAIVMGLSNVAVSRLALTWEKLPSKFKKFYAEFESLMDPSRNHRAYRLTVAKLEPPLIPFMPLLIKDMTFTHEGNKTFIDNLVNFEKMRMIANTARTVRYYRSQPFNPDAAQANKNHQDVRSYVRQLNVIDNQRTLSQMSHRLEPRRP
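Nucleotide exchange monitored as fluorescence drop when BODIPY-GDP leaves Rap1B. Reaction: 100 nM EPAC2, 250 nM RAP1B-BODIPY-GDP, 50 uM GDP, room temperature, kinetic read over 30 min. Activity expressed relative to 6.5 mM cAMP.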
TGFb SMAD3 inh – blocks TGF-b signaling; HepG2 CAGA-GFP TGF-b/SMAD3 reporter, GFP fluorescence, 18 h; TGF-beta stimulated, 500 pg/mL final; AID 588855; actives 1.2% (n = 410,000); Potency, µM (series often up to 46.1 µM), without a hit: top-dose activity, negative = inhibition, usual class: inhibitors; note: potency is the fitted concentration of half-maximal effect; % is set by controls: 0 for no effect and ±100 for the full control effect; nearly all actives have a fitted effect of over 65% in size
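Cell-based qHTS in HEPG2 carrying a CAGA-GFP Smad reporter; compounds added before 500 pg/mL final TGF-beta, 18 h incubation at 37 degrees C, GFP fluorescence quantified per cell by imaging cytometry.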
HepG2 viability – HepG2 cytotoxicity, counter-screen for TGF-b inhibitors; HepG2 CAGA-GFP viability, ATP luminescence, 18 h; Potency, µM (titrated, usually from 46.1 µM), for inactives: top-dose activity change, negative = cytotoxicity, actives largely listed as cytotoxic; actives 0.76% (n = 410,000); note: potency is the fitted concentration of half-maximal effect; some results filed as inactive show a strong effect at the top dose
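CellTiter-Glo luminescence gave cytotoxicity after 18 hours at 37 degrees C. The cells were HepG2 CAGA-GFP in 1% FBS DMEM, stimulated with 500 pg/mL TGF-beta after compound addition. %Activity was normalised to no-cell wells (complete cell-killing) and DMSO (no toxicity), and curves were fitted and classified.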
A549 tox – counter-screen for Nrf2 inhibitors: cytotoxicity in A549 cells | A549 ARE-Fluc cells, CellTiter-Fluor viability, 18-24 h | Potency, µM (doses to about 46 µM), for inactives: at the top dose activity change, negative = cytotoxicity, most hits filed as inhibitors | actives 0.16% (n = 390,000); note: potency is the fitted concentration of half-maximal effect; % is set by controls: 0 for no effect and ±100 for the full control effect
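A549 ARE-Fluc cells in 5% FBS OPTI-MEM, 5000 cells/well, rested 2 h then exposed to compounds in concentration-response for 18-24 h at 37 °C. Viability by CellTiter-Fluor fluorescence (Ex 405/Em 525) after 30 min; luciferase luminescence (BugLite, 15 min, RT) read afterwards.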
IL-2 act – activators of IL-2 | IL-2 activation reporter assay, cell-based qHTS; stimulated with anti-CD3/CD4/CD28 beads; in transgenic mouse T cells | activation, % (series mostly up to about 46 µM) | actives 0.065% (n = 360,000); in the data active = activation above about 50%; inconclusive = mostly about 30% to 49%; note: 0% is about no effect
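Readout is EGFP and DsRed signal by fluorescent plate cytometry after 18 h at 37 degrees C. Transgenic mouse T cells (750/well) received compound for 60 min before bead stimulation (anti-CD3, anti-CD4, anti-CD28); memory T cells served as non-tolerant control.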
ATXN viability – viability counter-screen for ATXN expression inhibitors. S2 cells (HEK-293 line with an ATXN2-luciferase reporter) viability, CellTiter-Fluor protease fluorescence, 24 h. actives 0.49% (n = 400,000). Potency, µM (highest dose often 56.7 µM), actives largely listed as cytotoxic; note: potency is the fitted concentration of half-maximal effect; nearly all actives have a fitted effect of over 40% in size
Nrf2 activator – Nrf2 pathway activation | AREc32 ARE-luciferase reporter (MCF7-derived line), luminescence, 24 h | Potency, µM (titrated, usually from 46.1 µM), without a hit: top-dose activation, hits mostly activators | actives 0.31% (n = 410,000); note: potency is the fitted concentration of half-maximal effect; % of control where 0% means no effect; nearly all actives have a fitted effect of over 65% in size
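Luminescent ARE reporter assay in AREc32_Fluc cells: overnight plating at 37 deg C, 24 hr compound incubation, Steady-Glo added, 30 min RT before reading.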
Starred values were filed as active, the others as inactive; i = inactive; ? = inconclusive; · = no result given; & = joins results of further samples; [ ] = dose if it differs, or a comment. Unless noted, calls come from the whole dose curve; as a rule, active = well fitted curve in the direction sought with a large enough effect; inconclusive = small, poorly fitted or top-dose-only effect, or another doubt; inactive = no such curve, though single readings can be large; an effect the other way counts as inactive or inconclusive. Rows were taken by chance. About 4.3% of those tested had a hit in this group.

SMILES | ATXN2 expr inh | Nrf2 inh | EPAC2 ag | TGFb SMAD3 inh | HepG2 viability | A549 tox | IL-2 act | ATXN viability | Nrf2 activator
O=C(Nc1cccc(NC(=O)c2ccccc2F)c1)c1ccccc1 | -8%&5% | -5%&0% | 2% | 2%&-3% | 5%&-9% | 0%&5% | -1.7 | i | 2.8%&5.2%
CN(C)C(=O)c1ccc(NC(=O)c2cncc(Br)c2)cc1 | 58%[activator] | -17% | 6% | 28% | -24% | · | 2.0 | i | -0.1%
COC(=O)c1ccc(/C=N/OCC(=O)NC2CCCCCCC2)cc1 | -4% | -18% | 9% | -19% | -36% | -4% | -1.1 | i | -0.2%
Cc1ccc(C2CC(c3ccc(Cl)cc3)=NNC2=O)cc1 (centres undefined) | -7% | · | 22% | 1% | 6% | 0% | 7.0 | i | -0.1%
Cc1cccc(N2CCN(C(=O)c3ccc4c(c3)c(C)c(C)n4C)CC2C)c1 (centres undefined) | -26% | -21%&-19% | 1% | ? | 1%&-49% | 1%&-1% | -4.2 | i | -0.2%&0.0%
COC(=O)[C@@]1(Cc2ccccc2)[C@H]2C(=O)N(Cc3ccccc3)C(=O)[C@H]2[C@H]2CN=C(SCC3CC3)N21 | -17% | 2% | 11% | 11µM* | -15% | -6% | -0.2 | ? | 6.4%
C/C(=N\Nc1nccnc1Cl)c1c(F)c(F)c(F)c(F)c1F | 5% | 11% | 6% | 2% | -17% | -6% | -2.9 | i | -0.6%
COCCNC(=O)C(c1cccs1)N(Cc1cccs1)C(=O)Cn1nnc2ccccc21 (centres undefined) | 6% | -7% | 4% | 0% | 1% | 1% | -0.2 | i | -1.0%
O=C(NC(=S)Nc1ccc([N+](=O)[O-])cc1O)C1CCCCC1 | 3% | 1% | 7% | 11µM* | -36% | 0% | -2.1 | i | 0.4%
Cc1ccc(SCc2[nH]nc3c2C2(C(=O)N(C)c4ccccc42)C(C#N)=C(N)O3)cc1 (centres undefined) | 1% | -8% | -1% | -22% | 14% | -6% | 0.2 | i | 0.2%
CC(C)c1ccc(C(=O)N2CCCCC2c2cc(C(=O)NCc3cccnc3)no2)cc1 (centres undefined) | -12% | · | 16% | -1% | -7% | · | 0.2 | i | -0.1%
Cc1ccc2c(c1)-c1[nH]c(=S)ncc1CS2 | · | 6% | 6% | ? | -3% | -5% | 1.6 | i | -0.4%

3 neighbouring records from above, for reference:
SMILES | ATXN2 expr inh | Nrf2 inh | EPAC2 ag | TGFb SMAD3 inh | HepG2 viability | A549 tox | IL-2 act | ATXN viability | Nrf2 activator
Cc1ccc(SCc2[nH]nc3c2C2(C(=O)N(C)c4ccccc42)C(C#N)=C(N)O3)cc1 (centres undefined) | 1% | -8% | -1% | -22% | 14% | -6% | 0.2 | i | 0.2%
CC(C)c1ccc(C(=O)N2CCCCC2c2cc(C(=O)NCc3cccnc3)no2)cc1 (centres undefined) | -12% | · | 16% | -1% | -7% | · | 0.2 | i | -0.1%
Cc1ccc2c(c1)-c1[nH]c(=S)ncc1CS2 | · | 6% | 6% | ? | -3% | -5% | 1.6 | i | -0.4%

Other results.
SMILES | ATXN2 expr inh | Nrf2 inh | EPAC2 ag | TGFb SMAD3 inh | HepG2 viability | A549 tox | IL-2 act | ATXN viability | Nrf2 activator
Cc1cc(Br)ccc1OCC(=O)NNC(=O)Cc1ccccc1 | 8% | 0% | -5% | -1% | -1% | 5% | -0.4 | i | 0.2%
COc1ccc(NC(=O)C23CC4CC(C2)CC(n2cnc(Br)n2)(C4)C3)c(OC)c1 | -6% | -21% | 1% | -25% | -2% | 0% | -2.6 | i | 0.2%
COc1ccnc(N=CNOCc2cccc(C(F)(F)F)c2)c1C#N | -12% | ? | -1% | 11% | -1% | 7% | -3.0 | i | 4.6%
Cc1ccc(NC(=O)C(C)OC(=O)/C=C/c2ccccc2)cc1S(=O)(=O)N1CCOCC1 (centres undefined) | 9% | 12% | 1% | -17% | 13% | 1% | -0.6 | i | 4.3%
CCN(CCNC(=O)c1ccc(CSc2nc3ccncc3[nH]2)cc1)c1ccccc1 | 6% | 5% | 12% | -13% | -19% | 8% | 0.6 | i | -1.3%
O=S(=O)(c1ccccc1)N1CCC(O)(CSc2ccccc2)CC1 | -27% | ? | 16% | -13% | -9% | -11% | -1.0 | i | -0.3%
CCOC(=O)c1c(O)c2c(n(Cc3ccco3)c1=O)CCCC2 | 8% | -10% | 0%[15.6 µM] | 22% | 8% | 4% | -0.4 | i | 2.1%
O=C1NCCN1c1ccc(CN2CCN(C3CCCCC3)C(CCO)C2)cc1 (centres undefined) | -5% | 5% | 3% | 11% | -5% | 1% | -0.4 | i | -0.5%
COc1cc(C(CC(=O)N2CCOCC2)c2c(OC)cc(OC)c3ccc(=O)oc23)cc(OC)c1OC (centres undefined) | 9% | -11% | 2% | 2% | 0% | -13% | 0.1 | i | -0.4%
CC1CC(C)CN(C(=O)COC(=O)Cc2ccc(Cl)cc2)C1 (centres undefined) | -9% | -6% | 8% | 3% | -11% | 4% | 0.5 | i | -0.2%
C=CCC(NC(=O)c1ccc(C#N)cc1)C(=O)NCCC (centres undefined) | -5% | -4% | 13% | 3% | -1% | -1% | 0.6 | i | 0.4%
Cc1c(/C=C/C(=O)c2cccs2)cnn1C | 76%[activator] | 20% | 4% | -1% | -11% | -3% | -1.5 | i | 13%
Cc1nn2c(=O)cc(COC(=O)COc3ccc(F)cc3)nc2s1 | 2% | 0% | · | ? | 0% | -3% | · | i | 0.5%
COc1ccc(-c2nc(SCC(=O)Nc3ccc4c(c3)OCCO4)c(-c3ccc(F)cc3)[nH]2)cc1OC | -19% | ? | · | ? | -2% | -17% | · | ? | 7.5%
O=C(O)c1ccccc1C(=O)Nc1nc(-c2ccc3ccccc3c2)cs1 | · | -5% | 6% | 10% | 6% | -19% | -0.3 | i | 6.8%
O=[N+]([O-])c1ccc(-c2ccn[nH]2)o1 | -17% | -10% | -1% | -3% | -6% | -21% | -2.0 | i | 2.3%
Oc1ccc(-c2nc3ccccc3nc2-c2ccccc2)cc1 | 12% | -11% | 6% | -1% | -25% | -9% | -2.8 | i | -1.1%
O=C(NCCC(=O)N1CCN(C(=O)c2ccco2)CC1)c1ccc(Br)cc1 | 6% | 16% | 10% | 10% | 1% | 5% | -0.6 | i | -0.4%
O=C(O)c1ccccc1N=Nc1c(O)[nH]c2ccc([N+](=O)[O-])cc12 | 18% | -2% | 16% | 0% | 7% | -16% | -0.2 | i | 0.6%
O=C(CCN1C(=O)c2ccc([N+](=O)[O-])cc2C1=O)Nc1ccc(O)cc1C(=O)O | -16% | 2% | 9% | -12% | 1% | 3% | -0.3 | i | 0.5%
CCOc1ccc(CN2CCNC(=O)C2CC(=O)NCCCOc2cccnc2)cc1 (centres undefined) | 3% | 7% | 6% | -5% | 6% | 0% | -1.1 | i | 0.2%
CCCCn1c(N)c(N(CC(C)C)C(=O)c2ccc(C)o2)c(=O)[nH]c1=O | 7% | 2% | 5% | -4% | 10% | 6% | -0.7 | i | -0.9%
Cn1c(=O)[nH]c(=O)c2c1nc1n2CCCN1CCc1ccccc1 | 2% | · | 1% | 19% | 18% | -13% | 1.3 | i | -0.1%
CC1COc2ccccc2N1C(=O)c1ccccc1Cl (centres undefined) | -21% | -23% | 4% | -20% | -7% | -2% | -0.3 | i | 0.1%

Random excerpt: 2 records from the list, in no set order.
SMILES | ATXN2 expr inh | Nrf2 inh | EPAC2 ag | TGFb SMAD3 inh | HepG2 viability | A549 tox | IL-2 act | ATXN viability | Nrf2 activator
O=C(NCCC(=O)N1CCN(C(=O)c2ccco2)CC1)c1ccc(Br)cc1 | 6% | 16% | 10% | 10% | 1% | 5% | -0.6 | i | -0.4%
O=C(O)c1ccccc1N=Nc1c(O)[nH]c2ccc([N+](=O)[O-])cc12 | 18% | -2% | 16% | 0% | 7% | -16% | -0.2 | i | 0.6%

Going on with the list:
SMILES | ATXN2 expr inh | Nrf2 inh | EPAC2 ag | TGFb SMAD3 inh | HepG2 viability | A549 tox | IL-2 act | ATXN viability | Nrf2 activator
COc1ccc(C(=O)NC(=S)Nc2cccc(S(=O)(=O)N3CCOCC3)c2)cc1 | -28% | 7% | 11% | 0% | -24% | 2% | 0.8 | i | 1.6%
CCOC(=O)C1(CCc2ccccc2)CCN(Cc2c(O)cccc2OC)CC1 | -30% | -12% | 20% | ? | -52% | -1% | -6.3 | i | 13%
COC(=O)c1cnn2c(C(F)(F)F)cc(-c3ccc(F)cc3)nc12 | -12% | -28% | -8% | 7% | -3% | -21% | -1.9 | i | -0.2%
O=C(Nc1ccc(F)cc1F)c1c(C(F)(F)F)ccnc1Oc1ccc(Cl)cc1 | -10% | -17% | -4% | 1% | 15% | 2% | -3.5 | i | -0.2%
CCN(CC)S(=O)(=O)c1ccc(N2CCOCC2)c(NC(=O)C2CC2)c1 | 2% | 5% | 7% | -1% | 0% | -5% | 1.9 | i | -0.1%
NCc1cc2c3c(c1)CCCN3CCC2 | 13% | -18% | 9% | 10% | 3% | -8% | 0.9 | i | -0.2%
COc1ccc(C(=O)CSc2nnc(CNC(=O)c3ccc(S(=O)(=O)N(C)C)cc3)o2)cc1 | 1% | -8% | 4% | -24% | -26% | 1% | 1.2 | i | -0.4%
O=S(=O)(c1cccs1)N1CCN(S(=O)(=O)c2cccs2)CC1 | -10% | -4% | 4% | 6% | 1% | -2% | 2.1 | i | -0.5%
COc1cccc(-c2c(C(=O)N/N=C/c3ccc(C)o3)nnn2-c2nonc2N)c1 | -6% | -5% | -8% | -4% | -1% | -3% | 2.2 | i | -0.5%

Compound activity as filed in PubChem.
